BRCA1 expr act = BRCA1 expression activation; Potency, µM (highest dose often 46.1 µM), without a hit: at the top dose activation, usual class: activators; actives 1.1% (n = 380,000); MCF7-BRCA1-FFLuc reporter, luminescence, 48 h; response scale: scaled: vehicle 0%, 10 µM genistein 100%; AID 624202; also: potency is read from the fitted curve at half-maximal effect; nearly all actives have a fitted effect of over 80% in size; some results filed as inactive show a strong effect at the top dose
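MCF7 cells carrying a BRCA1-firefly luciferase reporter (2000 cells/well, phenol-red free MEM) were attached for 2 h at 37 °C, then given compounds for 48 h. Luminescence was read 15 min after luciferase reagent; activity normalized to genistein (10 microM) and DMSO.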
B2AR arrestin = agonists driving beta-arrestin recruitment to human beta2-adrenergic receptor; Potency, µM (doses to about 46.1 µM), for inactives: at the highest dose activation, most hits filed as activators; P07550; beta-arrestin recruitment to beta2AR, cell-based reporter; actives 0.02% (n = 330,000);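 also: potency is read from the fitted curve at half-maximal effect; 0% = DMSO controls and full agonism = EC100 isoproterenol or metaproterenol; nearly all actives have a fitted effect of over 65% in size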
Target sequence (P07550 whole entry, looked up): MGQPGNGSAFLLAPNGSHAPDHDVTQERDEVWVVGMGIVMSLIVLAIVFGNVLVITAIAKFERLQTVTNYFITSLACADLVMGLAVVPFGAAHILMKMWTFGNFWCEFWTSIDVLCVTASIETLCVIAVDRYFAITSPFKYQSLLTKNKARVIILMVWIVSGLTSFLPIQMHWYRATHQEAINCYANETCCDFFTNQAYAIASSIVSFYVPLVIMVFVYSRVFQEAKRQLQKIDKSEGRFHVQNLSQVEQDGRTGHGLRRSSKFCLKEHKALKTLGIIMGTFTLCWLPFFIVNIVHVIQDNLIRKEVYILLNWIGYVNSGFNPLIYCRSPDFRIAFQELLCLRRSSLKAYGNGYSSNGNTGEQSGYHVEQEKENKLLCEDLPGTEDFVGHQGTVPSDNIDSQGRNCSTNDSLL
USP2a inh = USP2a (human) protease inhibition. USP2 core, Ub-CHOP2 coupled fluorogenic reporter, 485/531. AID 463254. Potency, µM (highest dose often 38.3 µM), for inactives: at the top dose activity change, negative = inhibition, actives largely listed as inhibitors. O75604. actives 0.01% (n = 330,000);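 also: potency is read from the fitted curve at half-maximal effect; plate controls were DMSO wells for no effect and full inhibition by NEM control for full effect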
Target sequence (O75604 whole entry, looked up): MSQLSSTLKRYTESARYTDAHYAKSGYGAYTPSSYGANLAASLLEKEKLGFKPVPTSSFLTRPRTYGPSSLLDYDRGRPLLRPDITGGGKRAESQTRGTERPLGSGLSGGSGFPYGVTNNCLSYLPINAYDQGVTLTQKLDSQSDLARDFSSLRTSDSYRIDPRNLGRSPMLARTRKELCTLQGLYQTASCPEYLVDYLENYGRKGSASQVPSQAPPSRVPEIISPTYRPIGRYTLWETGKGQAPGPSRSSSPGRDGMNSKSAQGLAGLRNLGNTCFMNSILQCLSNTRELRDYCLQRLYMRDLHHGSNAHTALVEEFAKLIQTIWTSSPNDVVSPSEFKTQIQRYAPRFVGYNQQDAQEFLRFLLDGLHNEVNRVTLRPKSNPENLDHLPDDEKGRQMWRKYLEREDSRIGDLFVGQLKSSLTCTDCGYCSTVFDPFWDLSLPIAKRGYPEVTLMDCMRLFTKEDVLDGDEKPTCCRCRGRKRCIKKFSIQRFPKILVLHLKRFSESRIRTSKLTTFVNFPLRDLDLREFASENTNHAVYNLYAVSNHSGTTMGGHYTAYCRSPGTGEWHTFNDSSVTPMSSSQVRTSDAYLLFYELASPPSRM
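Deubiquitinase activity read as fluorescence (485/531 nm) after Ub-CHOP2 cleavage activates the enterokinase reporter on its substrate; USP2 core 10nM, Ub-CHOP2 and substrate 25nM each, 30min compound preincubation then 60min RT; data normalized to NEM, curves fitted.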
uPA generation = cell surface uPA generation inhibition | cell surface uPA generation assay, qHTS | Potency, µM (doses to about 38.3 µM), inactives show at the top dose activity change, negative = inhibition, most hits filed as inhibitors | actives 0.31% (n = 330,000); active = well fitted inhibition curve with a large enough effect; inconclusive = small, poorly fitted or top-dose-only effect; inactive = no such curve, though single readings can be large or run the other way; tested in mouse RAW 264.7 cells; also: potency is read from the fitted curve at half-maximal effect; % is scaled to controls: 0 for no effect and ±100 for the full control effect; nearly all actives have a fitted effect of over 55% in size
TRPV1 ag = activates the human vanilloid receptor TRPV1; Q8NER1; TRPV1-expressing cells, Fluo-8 calcium influx, agonist mode; activation, % at 8.33 µM; actives 0.19% (n = 320,000); in the data active = activation above about 80%; inconclusive = between about 30% and that limit; also: 0% is about no effect
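Cells expressing TRPV1 were dye-loaded with Fluo-8 and read kinetically: 10 s baseline, 3 min after compound (agonist portion), then 2 min after EC20 capsaicin (allosteric enhancer portion). Calcium-bound dye fluorescence at 480/520 nm.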
ELG1 genotoxic = induces genotoxicity in HEK293T cells with luciferase-tagged ELG1. AID 504466. actives 1.3% (n = 330,000). HEK293T ELG1-luciferase reporter, luminescence, 16 h. Potency, µM (top dose mostly 46 µM), inactives show top-dose activity change, positive = activation, usual class: activators; also: potency is read from the fitted curve at half-maximal effect; % of control where 0% means no effect; nearly all actives have a fitted effect of over 60% in size
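Step 1: seed 2,000 HEK293T ELG1-luciferase cells per well. Step 2: add compound or DMSO, incubate 16 hr at 37 °C. Step 3: ONE-Glo, 30 min at room temperature, read luminescence.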
Eya2 inh = blocks the phosphatase activity of human Eya2; Potency, µM (highest dose often 76.9 µM), for inactives: at the highest dose activity, negative = inhibition, actives largely listed as inhibitors; recombinant Eya2, OMFP fluorescence dephosphorylation (OMFP is methylfluorescein phosphate); AID 488837; O00167; actives 0.006% (n = 330,000); also: potency is read from the fitted curve at half-maximal effect; % is scaled to controls: 0 for no effect and ±100 for the full control effect
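Eya2 (0.2 uM) preincubated 10 min at ambient with compound, then OMFP substrate added at 50 uM; 10 min reaction in 50 mM HEPES pH 7.5, 50 mM NaCl, 5 uM MgCl2, 0.05% BSA, 1 mM DTT. Fluorescence read at Ex 485/Em 525 nm.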
PTAP TSG101 blk = blocks PTAP/TSG101 interaction to inhibit HIV-1 budding. Q99816. Fluorescence polarization, FITC-PTAP peptide / Tsg101 binding. Potency, µM (highest dose often 115 µM), for inactives: at the highest dose activity change, negative = inhibition, hits mostly inhibitors. 340,000 tested, under 10 active; active = well fitted inhibition curve with a large enough effect in the main read-out, with a control signal flat, not every such curve was filed as active; inconclusive = small, poorly fitted or top-dose-only effect, or effect the other way, or a change in a side signal; inactive = no such curve, though single readings can be large or run the other way; also: potency is read from the fitted curve at half-maximal effect; % of control where 0% means no effect
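Steps: Tsg101 binding domain dispensed (10 uM final), compounds pinned in DMSO, FITC-labeled PTAP-motif peptide added (50 nM final); after 20 min binding at room temperature, polarization measured.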
S-ASM inh = human S-ASM enzyme inhibition. Potency, µM (highest dose often 57.5 µM), inactives show at the top dose activity change, negative = inhibition, actives largely listed as inhibitors. AID 504937. actives 0.006% (n = 340,000). placental ASM, HMU-PC fluorogenic substrate, 60 min; also: potency is read from the fitted curve at half-maximal effect
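Human placenta-derived ASM preincubated with compound 10 min at room temperature, then reacted with 9 uM (final) fluorogenic HMU-PC substrate for 60 min at 37 C. Stop solution raises pH to 10; fluorescence read at Ex 386/Em 447 nm.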
Integrin act MD = activates integrin-mediated alleviation for muscular dystrophy; alpha7betagal myoblasts, beta-gal FDG fluorescence, 48 h; Potency, µM (series often up to 38.3 µM), for the others: at the top dose activation, hits mostly activators; actives 0.064% (n = 350,000); AID 624291;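 also: potency is read from the fitted curve at half-maximal effect; 100% = response of the positive control SU9516; nearly all actives have a fitted effect of over 60% in size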
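Alpha7betagal+/- myoblasts (passage 13) were plated 16-24 hr, then exposed to compounds (1:260 dilution of DMSO stock) for 48 hours at 37C. After MPER lysis, β-galactosidase reporter activity was read as FDG fluorescence (ex 480/em 540) after 30 minutes.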
p53 reactivation = restores transcriptional activity of mutant p53; H1299 p53-A138V BP100-luciferase reporter, luminescence, 24 h; actives 0.063% (n = 320,000); Potency, µM (titrated, usually from 92.2 µM), without a hit: top-dose activity change, positive = activation, actives largely listed as activators; AID 504706; also: potency is read from the fitted curve at half-maximal effect; % of control where 0% means no effect; nearly all actives have a fitted effect of over 45% in size
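p53-null H1299 cells stably carrying temperature-sensitive p53-A138V and a BP100-luciferase reporter were pinned with compounds (4-point, 1:5 series) and held 24 hrs at 37 deg C. Luminescence was read 10 min after detection reagent.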
* = called active by the depositor; ? = inconclusive; nt = not tested or not shown; [ ] = dose if it differs, or a comment. Unless noted, calls follow the shape of the dose curve; as a rule, active = well fitted curve in the direction sought with a large enough effect; inconclusive = small, poorly fitted or top-dose-only effect, or another doubt; inactive = no such curve, though single readings can be large; an effect the other way counts as inactive or inconclusive. Compounds were not picked by outcome; any-hit rate near 2.6%.

SMILES | BRCA1 expr act | B2AR arrestin | USP2a inh | uPA generation | TRPV1 ag | ELG1 genotoxic | Eya2 inh | PTAP TSG101 blk | S-ASM inh | Integrin act MD | p53 reactivation
Cc1nc2sc(C(c3ccc(Br)cc3)N3CC(C)OC(C)C3)c(O)n2n1 (centres undefined) | 11% | -0.2% | 3% | -5% | 0 | -1% | 8% | -2% | 4% | 14% | -8%
O=C(c1cccnc1)N1CCN(C(=O)c2cccs2)CC1 | 13% | 0.1% | 1% | 4% | -1 | 0% | 10% | -4% | -1% | 6% | -7%
CCc1nnc(NC(=O)CSc2nnc(-c3ccco3)o2)s1 | 43% | 0.5% | 0% | -1% | 0 | 3% | -7% | -2% | 6% | 12% | 4%
CCn1nnnc1SCC(=O)c1cc(OC)ccc1OC | 3% | -0.6% | -1% | nt | 0 | 2% | -11% | -5% | -1% | 10% | -14%
O=C(Nc1cnccn1)C1c2ccccc2Oc2ccccc21 | -17% | -0.3% | -1% | nt | 0 | 0% | 10% | -6% | 2% | 16% | -2%
CCCc1ccc2oc(C(=O)N3CCC(N4CCCC(O)C4)CC3)c(C)c2c1 (centres undefined) | 13% | 0.3% | 0% | -1% | 28 | 2% | -1% | 1% | 0% | -24% | 3%
Cc1ccccc1-n1c(Cn2c(=O)sc3ccccc32)nnc1SCC(N)=O | -16% | 5.0% | 1% | -14% | -4 | -5% | -2% | -2% | 4% | -8% | -5%
CCCCC(=O)Nc1cc(NC(=O)CCCC)cc(C(=O)O)c1 | 2% | -0.1% | 1% | 7% | -1 | 0% | -19% | -11% | 1% | 19% | 1%
COc1ccc(NC(=O)Cc2ccccc2F)cn1 | 35% | 0.2% | -2% | nt | 1 | 13% | 8% | -1% | 4% | 0% | -1%
COc1ccc(-c2csc(NC3CCCCC3)n2)c(OC)c1 | ? | -1.0% | -1% | -2% | 3 | ? | 4% | 0% | -12% | 13% | 18%
CC(C)(C)OC(=O)N1CCCC(C(=O)CC#N)C1 (centres undefined) | 1% | 0.5% | -3% | 0% | 2 | -11% | 7% | -6% | 7% | 5% | 1%
CCc1nnc(NC(=O)C2CCCN2S(=O)(=O)c2ccccc2)s1 (centres undefined) | 2% | -1.2% | 2% | 9% | 6 | 3% | 2% | 2% | -1% | ? | -7%
CC(C)(C)NC(=O)C(=O)NNC(=O)c1ccccc1Br | -25% | 0.1% | -1% | -1% | 0 | 1% | -1% | -2% | 1% | -4% | 0%
COc1ccc(CCn2c(=N)c(C(=O)NCC3CCCO3)cc3c(=O)n4ccccc4nc32)cc1 (centres undefined) | -17% | -0.9% | 3% | 12% | ? | -6% | 5% | -1% | 2% | -9% | 8%
Cc1sc2nc(CC(=O)NN)[nH]c(=O)c2c1C | 0% | -0.5% | 2% | 1% | 1 | -1% | 3% | -2% | 5% | -15% | 6%
COc1ccc(CC(=O)NC2CCS(=O)(=O)C2)cc1 (centres undefined) | -8% | 2.5% | 0% | 5% | 1 | 0% | 10% | -4% | 3% | 13% | -1%
CSc1ccc(/C=C/C(=O)OCC(=O)N2CCN(S(=O)(=O)c3ccc(C)cc3C)CC2)cc1 | 0% | 0.0% | 1% | 6% | 1 | -1% | 2% | 0% | 41% | -3% | 0%
Cc1csc(NC(=O)CSc2nnc(-c3ccoc3C)n2CCc2ccccc2)n1 | -26% | -0.4% | -7% | 3% | 2 | -3% | 5% | -7% | -1% | -30% | -2%
O=C(NCC1CCCN(Cc2ccc3nonc3c2)C1)c1cccc(C(F)(F)F)c1 (centres undefined) | -8% | 0.3% | 2% | -10% | 7 | -3% | 6% | -1% | 4% | -32%[inhibitor] | -2%
CCN1C(=O)C(O)(CC(=O)/C=C/C=C/c2ccccc2)c2ccccc21 (centres undefined) | 4% | 0.5% | 4% | -7% | 0 | -7% | -4% | -8% | 0% | -30% | 5%
CCOC(=O)C1=CNS(=O)(=O)NC1c1ccc2ccccc2c1 (centres undefined) | 7% | 0.5% | 0% | 19% | nt | 2% | 3% | -5% | -6% | 1% | 0%
CC(C)(C)c1ccc(-n2ncc3c2CCCC3NC(=O)CCN2CCCCC2=O)cc1 (centres undefined) | -45% | 0.4% | 1% | -8% | 7 | -8% | 1% | -1% | 3% | -38% | 3%
Cc1cc(C)nc(N/N=C/C(Cl)=C/c2ccccc2)n1 | 10µM* | 0.0% | -1% | nt | 5 | ? | 7% | -7% | -3% | -25% | 17%
O=S(=O)(/N=C(/c1ccc(F)cc1)N1CCCCC1)c1ccc(Cl)cc1 | -5% | -0.9% | 1% | ? | 20 | 2% | -5% | -1% | 3% | -1% | 9%
CC(C)c1ccc2c(c1)C(c1cccs1)=NNC(c1ccncc1)=N2 | 1% | 0.3% | 2% | 17% | ? | 4% | -13% | -3% | -1% | 27% | -1%

(more compounds)
SMILES | BRCA1 expr act | B2AR arrestin | USP2a inh | uPA generation | TRPV1 ag | ELG1 genotoxic | Eya2 inh | PTAP TSG101 blk | S-ASM inh | Integrin act MD | p53 reactivation
O=C(CSc1ncn(-c2ccccc2)n1)Nc1nc2c(s1)CCCC2 | 2% | -0.2% | -1% | 11% | 2 | ? | 16% | -4% | -9% | 4% | 5%
COc1ccc(S(=O)(=O)NCCSc2ccccc2)cc1OC | 0% | nt | nt | -2% | 0 | nt | nt | 2% | 1% | 4% | nt
COC(=O)CSc1nc(N)nc(C)c1Br | -6% | -3.0% | 3% | -2% | -4 | -1% | -1% | -5% | -7% | 17% | 1%
COc1ccccc1CC(=O)NCC1CCCO1 (centres undefined) | -7% | nt | nt | 3% | 0 | nt | nt | -4% | 4% | 7% | nt
CC(=O)c1cccc(NC(=O)N2CCCC2C(=O)Nc2ccccc2C)c1 (centres undefined) | -1% | 0.0% | 0% | 0% | 2 | 1% | -11% | 1% | -3% | 15% | -6%
CS(=O)(=O)c1nc(S(=O)(=O)c2ccc(Cl)cc2)c(N2CCCCCC2)s1 | -15% | -0.1% | 2% | -7% | 4 | -2% | -8% | -1% | -2% | -2% | -14%
O=C(CNC(=O)c1ccc(Br)o1)NNC(=O)COc1ccccc1Cl | -14% | -0.1% | 2% | -20% | 0 | 1% | 13% | -4% | 2% | 29% | 23%
CN(C)c1ccc(C2N(C)C(=O)c3ccccc3N2C)cc1 (centres undefined) | -2% | 0.6% | 2% | 5% | 6 | -2% | -2% | -8% | 31%[activator] | -21% | nt
COc1ccc(NC(=O)Nc2ccc(Br)cn2)cc1OC | ? | 0.3% | 5% | -3% | 2 | 14% | -5% | -22% | -1% | ? | 3%
Cc1cccc(NCc2nc(SCC(=O)Nc3ccccc3)n[nH]2)c1 | -1% | -0.7% | 0% | 0% | 4 | 0% | -10% | 3% | 3% | 3% | 9%
CC(C)[C@H](NC(=O)c1ccccc1)C(=O)OCC(=O)N1CCN(C(=O)c2ccco2)CC1 | -2% | 0.0% | 0% | -2% | 1 | -2% | 18% | -1% | 7% | -8% | 2%
COc1ccc(Br)cc1C1CC(=O)N2CN(C)CSC2=C1C#N (centres undefined) | -12% | -0.1% | -1% | -6% | nt | 0% | 21% | -6% | 0% | 6% | -1%
CC1(C)Cc2nc3sc(C(=O)NCCO)c(N)c3cc2CO1 | 60% | -0.2% | -6% | -2% | 0 | 8% | 6% | -3% | 13% | 3% | 19%
CCc1nc(Sc2nc(C)cc(C)n2)c2oc3ccccc3c2n1 | -70% | 0.1% | 2% | -11% | 2 | -20% | 19% | 0% | -1% | -52%[inhibitor] | 2%
Cc1ccsc1/C=N\Nc1cn[nH]c(=O)c1Cl | -21% | -0.2% | -1% | -2% | 5 | 21µM* | -24% | -4% | 7% | 40% | 4%
CCOC(=O)c1ccc(NC(=O)Nc2cc(C)on2)cc1 | 12% | -0.3% | 0% | 4% | -1 | -1% | -8% | -9% | -2% | 5% | 9%
O=C(NC1CC1)c1ccc2c(c1)S(=O)(=O)c1cc(Cl)ccc1C2=O | nt | 0.0% | 1% | nt | 5 | 3% | -15% | nt | nt | nt | 10%

Another view of some results above.
canonical_smiles,BRCA1 expr act,B2AR arrestin,USP2a inh,uPA generation,TRPV1 ag,ELG1 genotoxic,Eya2 inh,PTAP TSG101 blk,S-ASM inh,Integrin act MD,p53 reactivation
COc1ccc(S(=O)(=O)NCCSc2ccccc2)cc1OC,0%,nt,nt,-2%,0,nt,nt,2%,1%,4%,nt
COC(=O)CSc1nc(N)nc(C)c1Br,-6%,-3.0%,3%,-2%,-4,-1%,-1%,-5%,-7%,17%,1%
